# KDM5B inhibitor – KDM5B demethylase inhibition. 2.6% of 220,000 active. AID 1347165. KDM5B demethylase, FDH-coupled NADH fluorescence (FDH is formaldehyde dehydrogenase). Potency, µM (titrated, usually from 57.7 µM), without a hit: at the highest dose activity change, negative = inhibition, hits mostly inhibitors; active = well fitted inhibition curve with a large enough effect; inconclusive = small, poorly fitted or top-dose-only effect; inactive = no such curve, though single readings can be large or run the other way; note: 0% is about no effect; nearly all actives have a fitted effect of over 70% in size
# Target sequence (Q9UGL1 whole entry, looked up): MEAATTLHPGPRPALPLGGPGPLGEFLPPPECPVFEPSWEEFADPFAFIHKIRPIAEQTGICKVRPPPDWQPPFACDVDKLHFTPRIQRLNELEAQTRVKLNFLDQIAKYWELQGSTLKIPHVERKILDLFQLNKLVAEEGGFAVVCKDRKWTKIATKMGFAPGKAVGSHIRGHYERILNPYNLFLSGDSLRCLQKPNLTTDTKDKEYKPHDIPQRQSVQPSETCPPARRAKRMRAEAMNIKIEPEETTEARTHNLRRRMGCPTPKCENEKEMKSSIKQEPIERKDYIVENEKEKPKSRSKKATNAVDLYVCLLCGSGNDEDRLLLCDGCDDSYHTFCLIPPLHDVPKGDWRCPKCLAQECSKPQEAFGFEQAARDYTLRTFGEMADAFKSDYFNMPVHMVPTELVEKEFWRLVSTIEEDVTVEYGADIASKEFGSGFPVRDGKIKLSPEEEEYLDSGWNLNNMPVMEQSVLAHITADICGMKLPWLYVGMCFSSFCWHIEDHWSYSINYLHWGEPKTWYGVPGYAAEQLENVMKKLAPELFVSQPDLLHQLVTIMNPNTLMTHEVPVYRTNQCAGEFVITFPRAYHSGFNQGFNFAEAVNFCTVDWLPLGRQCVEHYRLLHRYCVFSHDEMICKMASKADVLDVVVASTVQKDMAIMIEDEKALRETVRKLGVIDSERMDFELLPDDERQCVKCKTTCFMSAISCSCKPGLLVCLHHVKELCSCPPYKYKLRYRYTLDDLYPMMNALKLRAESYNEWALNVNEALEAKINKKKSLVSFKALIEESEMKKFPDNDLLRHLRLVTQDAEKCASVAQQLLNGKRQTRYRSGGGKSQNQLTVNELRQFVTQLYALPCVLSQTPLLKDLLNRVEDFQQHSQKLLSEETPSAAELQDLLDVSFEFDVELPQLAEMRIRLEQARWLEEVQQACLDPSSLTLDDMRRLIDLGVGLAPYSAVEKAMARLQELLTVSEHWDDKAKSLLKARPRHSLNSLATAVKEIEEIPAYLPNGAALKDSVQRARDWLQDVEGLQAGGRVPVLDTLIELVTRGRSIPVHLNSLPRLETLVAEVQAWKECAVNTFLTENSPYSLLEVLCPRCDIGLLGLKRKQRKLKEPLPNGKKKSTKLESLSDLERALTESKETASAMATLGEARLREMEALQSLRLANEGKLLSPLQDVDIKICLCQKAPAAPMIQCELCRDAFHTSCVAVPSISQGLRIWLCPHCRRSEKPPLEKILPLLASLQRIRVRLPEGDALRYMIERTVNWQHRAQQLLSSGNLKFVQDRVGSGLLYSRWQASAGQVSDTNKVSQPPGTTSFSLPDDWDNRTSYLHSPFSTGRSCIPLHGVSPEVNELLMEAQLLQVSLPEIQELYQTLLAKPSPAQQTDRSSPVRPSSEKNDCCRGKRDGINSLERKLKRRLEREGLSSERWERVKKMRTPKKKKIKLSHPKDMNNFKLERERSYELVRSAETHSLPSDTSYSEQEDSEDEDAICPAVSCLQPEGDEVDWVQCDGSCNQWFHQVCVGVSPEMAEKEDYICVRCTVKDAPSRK
#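 Here, H3K4me3 peptide (12.5 µM in substrate mix) is demethylated by KDM5BΔAP, 200 nM final, after 10 min compound exposure. Formaldehyde product is coupled through FDH (0.25 U/mL in mix) to NADH fluorescence; 30-min ΔRFU feeds dose-response curves.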
# An asterisk follows results filed as active; i = inactive; ? = inconclusive; & = joins results of further samples; [ ] = another dose, or the depositor's remark. Potency is the fitted concentration of half-maximal effect.
compound | KDM5B inhibitor
COc1ccc(-c2cc(C(=O)N3CCN(Cc4ccccc4)CC3)c3ccccc3n2)cc1 | i
CCCn1nc(C(=O)Nc2ccc(C(C)=O)cc2)c2ccccc2c1=O | 7%
CCn1c(SCC(=O)N(C)Cc2ccc(-c3ccc(Br)cc3)o2)nnc1C1CC1 | ?
COCCCNC(=O)C1(CCO)CCN(Cc2ccccc2)C1 (stereo not drawn) | -19%
CN1C[C@@H](NC(=O)c2cccnc2)C[C@H]1c1nc(-c2cccnc2)no1 | -11%[86.2 µM]
C=CCNc1nc2c(c(=O)[nH]c(=O)n2C)n1CCCCC | 13%
CC(C)CNCc1ccc(-c2ccccc2)o1 | 8%
O=C(COc1ccccc1F)Nc1ccc2oc(-c3ccc(F)cc3)nc2c1 | -16%
COc1cc(NC(=O)Cn2ccsc2=N)cc(OC)c1 | 4%
O=C1CCN(C(=O)Nc2ccccc2)CCOCCN1 | -2%
CCCCCn1nc(C(=O)Nc2nccs2)c2ccccc2c1=O | -7%
Cc1c(CC(=O)N2CCCCC2)c(=O)oc2c(C)c(O)ccc12 | i
O=S(=O)(NC(c1ccccc1)c1ccccc1)c1cccs1 | 21%
COCCCn1cnnc1SCC(=O)c1c[nH]c2ccccc12 | -16%
CCOc1ccc(CNC(=O)Nc2ccc3c(c2)N(C)C(=O)c2ccccc2S3)cc1 | -29%
Cc1ccc(-c2cn3nc(N4CCCC(C(=O)NCc5ccccc5F)C4)sc3n2)cc1 (stereo not drawn) | -29%
COc1cccc(CNC(=O)N2CCCC(Cn3c(C)nc4cccnc43)C2)c1 (stereo not drawn) | -4%
CCn1cc(CN2CCc3ccccc3C2)ccc1=O | ?
Cc1cc(=O)oc2cc(NC(=O)CC3(CC(=O)O)CCCC3)ccc12 | ?
COCCNC(=O)Cn1c(=O)n(CCCCCC(=O)NCc2ccccc2Cl)c(=O)c2sccc21 | 11%
Cc1nc(-c2ccc(S(=O)(=O)N3CCN(c4cccc(C)c4C)CC3)cc2)co1 | -5%
Cc1ccc(NC(=O)C[n+]2cc(-c3ccc(C)cc3)n3c2CCC3)cc1 | 0%
CCC(CC)NC(=O)c1ccc(-c2nnc3ccc(NC(=O)C4CCC4)cn23)cc1 | 10µM*
CS(=O)(=O)Nc1ccccc1NC(=O)Cc1ccc2c(c1)CCC2 | ?
CNS(=O)(=O)c1cc(C(=O)NCc2ccc(-c3nc4ccccc4s3)o2)ccc1Cl | ?
CCOc1ccccc1NC(=O)CSc1ncc2c(n1)-c1ccccc1N(CC)S2(=O)=O | ?
COc1ccccc1Cn1c(CNS(=O)(=O)c2ccc(C(C)C)cc2)nc2cccnc21 | ?
O=C(CC(Nc1ccc(Cl)cc1)C(=O)O)c1ccccc1 (stereo not drawn) | -41%
Cn1cnc2c1c(=O)n(CC(=O)NCc1ccccc1F)c(=O)n2C | -7%
O=C(Nc1ccc(S(=O)(=O)N2CCOCC2)cc1)c1ccc2c(c1)OCO2 | 11%
CC(=O)NC(CO)C(=O)N1CCC(O)(c2ccc(C)cn2)CC1 (stereo not drawn) | 14%
CCOC(=O)C(C(=O)OCC)=C(C(=O)OCC)C(=O)OCC | ?
CCN1C(C(=O)c2ccccc2)=C(OC(=O)c2ccc(OC)cc2)c2ccccc2S1(=O)=O | -9%
COC(=O)CCCNC(=O)C1c2ccccc2C(=O)N(c2ccccc2)C12CCCCC2 (stereo not drawn) | -16%
CN1C(=O)CC(C(=O)O)C12CCN(Cc1nn(C)c3cccc(Cl)c13)CC2 (stereo not drawn) | -6%
O=C1NCCCCCN(C(=O)c2ccoc2)[C@H]2CCC[C@@H]12 | 2%
Cc1cc(C)n(-c2nc3c(c(=O)n(C)c(=O)n3C)n2Cc2ccccc2Cl)n1 | 0%
CN1CCN([C@H]2CCN(C(=O)c3ncc(F)cc3F)C[C@H]2CCCO)CC1 | 10%
COCc1nncn1C1CCN(C(=O)c2ccc(OC)cc2)CC1 | -10%
CC(C)C(NC(=O)c1cccc(NC(N)=O)c1)c1ccc(Cl)cc1 (stereo not drawn) | 4%
COCCN[C@H]1[C@@H]2OC[C@@H](O2)[C@@H](NCc2cnc3ccccc3c2)[C@@H]1O | -30%[86.2 µM]
CCn1c(SCC(=O)Nc2ccc(C(C)=O)cc2)nc2nc3c(cc2c1=O)COC(C)(C)C3 | -3%&2%
Cn1ccc2c(C(=O)NCc3cccnc3)nc(-c3ccccc3)cc21 | 32µM*
COc1ccc(NC(=O)N2CCCCC2c2nc(C3CC3)n[nH]2)cc1 (stereo not drawn) | 20%
Nc1c(Br)cc2oc(-c3cccc4ccccc34)nc2c1Br | -7%
COCCOc1ccnc(-c2noc([C@@H]3CCCN3C3CCC3)n2)c1 | 0%[86.2 µM]
COc1cc(-c2nc3ccc(C)cn3c2Nc2ccc(Cl)cc2)ccc1O | ?
COc1cc(=O)n2c(c1C(=O)Nc1cccc(C(C)C)c1)CCCC2 | 26%

# Ordered by count of non-hydrogen atoms (lowest first): some entries from above
compound | KDM5B inhibitor
Nc1c(Br)cc2oc(-c3cccc4ccccc34)nc2c1Br | -7%
CC(C)C(NC(=O)c1cccc(NC(N)=O)c1)c1ccc(Cl)cc1 (stereo not drawn) | 4%
COc1cc(-c2nc3ccc(C)cn3c2Nc2ccc(Cl)cc2)ccc1O | ?

# Additional results
compound | KDM5B inhibitor
O=C(Cn1nc(-c2ccc(Cl)cc2)c2ccccc2c1=O)NN1CCOCC1 | 27%
CCOc1cccc2sc(N3CCN(C(=O)c4ccc5c(c4)CCCC5)CC3)nc12 | -17%
CC(C)C(=O)N1N=C(c2cccs2)CC1c1ccc2nccnc2c1 (stereo not drawn) | ?
O=C(NC1(O)C(=O)c2ccccc2C1=O)c1ccc(C(F)(F)F)cc1 | ?
Cc1ccc2sc(N(Cc3cccnc3)C(=O)C3=COCCO3)nc2c1C | -19%
COc1ccc(-c2noc(CNC(=O)c3ccc(OC)cc3OC)n2)cc1 | ?
CCNC(=O)[C@@H]1C[C@H](NC(=O)c2ccc[nH]2)CN1C(=O)c1csc(C)n1 | 13%
Cc1ccc(NC(=O)c2ccc(CN3CC(=O)N4CCCCC4C3=O)cc2)c(C)c1 (stereo not drawn) | 4%
CCCn1nc(C(=O)N2CCCC2c2cccs2)c2ccccc2c1=O (stereo not drawn) | 13%
O=C(NC1=NC2(C=C3CCCCC3n3c(=O)n(-c4ccccc4)c(=O)n32)CN1CC1CC1)c1ccccc1 (stereo not drawn) | 16%
COCC(=O)N1CCC(c2nn(-c3ccc(Cl)cc3)c(=O)[nH]2)CC1 | 6%
COc1cc(F)ccc1-c1nccc2c(=O)cc(N(C)C3CCOCC3)oc12 | 40µM*
C[C@H]1COc2cc(Br)ccc2S(=O)(=O)N1Cc1cn(CCC2OCCO2)nn1 | -7%
OCCCc1nc2ccc(Br)cc2[nH]1 | 11%
O=C1c2cnc(-c3ccc(CO)cc3)nc2OCCN1Cc1ccc(F)cc1F | -17%[86.2 µM]
COc1ccc(C2Cn3nnc(-c4noc(-c5cc(F)ccc5F)n4)c3CO2)cc1 (stereo not drawn) | 18µM*
C=CCS(=O)(=O)NCc1cccnc1N1CCN(c2ccccc2OC)CC1 | -1%
Cc1nn(-c2ccc(F)cc2)c(Oc2ccccc2F)c1CCC(=O)NCC1CCCO1 (stereo not drawn) | -7%
O=C(Nc1cccc(F)c1)/C(=C/c1ccco1)NC(=O)c1ccco1 | ?
C/C(Cc1ccccc1)=N\NC(=O)CNC(=O)c1ccc(Cl)cc1Cl | 7%
CC(C)(C)c1ccc(C(=O)NNC(=S)NC(=O)c2cccnc2)cc1 | ?
c1ccc(Cc2noc(-c3nc(-c4ccc5c(c4)OCO5)no3)n2)cc1 | 35µM*
CCc1cc(=O)n(CC(=O)Nc2ccc3c(c2)OCCO3)c(-n2nc(C)cc2C)n1 | 4%
CCc1nc(C)c(C(=O)N[C@H]2COC[C@H]2Cc2cc(C)no2)s1 | 1%

# Reformatted: entries from further up.
Cc1c(CC(=O)N2CCCCC2)c(=O)oc2c(C)c(O)ccc12
- KDM5B inhibitor: i

O=S(=O)(NC(c1ccccc1)c1ccccc1)c1cccs1
- KDM5B inhibitor: 21%

COCCCn1cnnc1SCC(=O)c1c[nH]c2ccccc12
- KDM5B inhibitor: -16%

# (further entries)
compound | KDM5B inhibitor
O=C(NC(=S)Nc1ccc(CN2CCOCC2)cc1)c1cccc(F)c1 | -13%
CC(C)c1ccc(NC(=O)N2CCN(C)C3(CCC(=O)N(C)CC3)C2)cc1 (stereo not drawn) | -27%
NC(=O)[C@H](Cc1ccccc1)N1CC[C@H]2CN(C(=O)C3CCCCC3)CC[C@H]2CC1=O | -1%[86.2 µM]
CC1=C(C)CC(C(=O)NCc2ccccn2)C(C(=O)O)C1 (stereo not drawn) | -13%
c1ccc(C(Sc2cccc3cccnc23)c2ccccc2)cc1 | ?
CCCCCCn1c(SCCCCC)nc2c1c(=O)[nH]c(=O)n2C | -6%
O=c1[nH]nc2n1CCN(S(=O)(=O)c1cc(F)ccc1F)C2 | 28%
O=C(N/N=C(\CC(=O)c1cccs1)C(F)(F)F)c1cccnc1 | ?
CN(c1ccccc1)c1ccc2nnc(-c3cc(C(=O)NCC4CCCO4)ccn3)n2n1 (stereo not drawn) | -28%[86.2 µM]
COc1ccc(CN2CC3(CCN(C(=O)Cc4c(F)cccc4Cl)CC3)C2=O)cc1 | -12%
COc1cccc(NC(=O)CCc2c(C)nc3ncnn3c2C)c1 | -5%
COC[C@@H]1CN(C(=O)c2cccc(OC(F)(F)F)c2)C[C@H]1C(N)=O | -1%
CC(C)(C)CNC1(Cc2cc(CCO)on2)COC1 | -18%[115 µM]
COC(=O)c1ccc(/C=C/C(=O)C23CC4CC(CC(C4)C2)C3)cc1 | 6%
COc1ccc(Nc2nn3c(=O)c4cc5c(cc4nc3s2)OCO5)c(OC)c1 | -20%
O=C(CCNC(=O)c1ccc([N+](=O)[O-])cc1)Nc1ccc(F)c(F)c1F | -8%
CCCCCCCCS(=O)(=O)CCCO | -14%
O=C(COc1ccc(Cl)cc1)Nc1ccc2nc(SCC(=O)N3CCOCC3)sc2c1 | -29%
COc1cccc(N2C(=O)NC(=NC3CCCCC3)C23CCN(C(=O)c2ccccc2)C3)c1 (stereo not drawn) | -14%
CCOc1ccccc1-c1nn2c(CN3CCCCC3)nnc2s1 | ?
COc1ccc(CNC(=O)[C@H](C)NC(=O)c2cc3c(OC)ccc(OC)c3[nH]2)cc1 | -20%
CC(C)CNC(=O)CSc1nc(-c2ccccc2)[nH]c1S(=O)(=O)c1ccccc1 | -2%
CCCCN1C(=O)[C@@H]2C[C@@H](O)CN2C2(CN(Cc3ccc(F)c(F)c3)C2)C1=O | -4%[86.2 µM]
CCOc1ccc(CN2CCc3nc(N4CCOCC4)[nH]c(=O)c3CC2)cc1OC | 22%
Cc1ccc(C(O)CNC(=O)C2CCC2)cc1 (stereo not drawn) | -8%
CCOC(=O)COc1ccc(/C=C2/NC(=O)NC2=O)cc1Br | -19%
O=C1NCCCCCCN(C(=O)NCc2ccccc2)[C@H]2C[C@H](c3nc(-c4cccnc4)no3)C[C@@H]12 | -22%
CCOc1ccc(CN2C(=O)c3ccccc3C2C(=O)NC(C)CC)cc1OC (stereo not drawn) | 38%
CCCN(CCC)CCNC(=O)CN1C(=O)COc2ccc(S(=O)(=O)N3CCOCC3)cc21 | -14%
O=C(NCC(c1cccnc1)N1CCN(Cc2ccccc2)CC1)C(=O)Nc1ccc(Cl)cc1 (stereo not drawn) | -16%
C/C(=N\NC(=O)c1cc2ccccc2cc1O)c1ccc(C)o1 | -28%
COc1ccccc1-c1ccc(CN)cc1 | 26%[149 µM]
Cc1ccccc1CNC(=O)C1=Cc2ccccc2OC1 | -6%
CCCOc1ccc(-c2nc3ccc4ccccc4c3c3c2CCC3)cc1 | 3%
COc1ccc(N2CCN(C(=O)c3ccc4c(c3)N(Cc3cc(C)ccc3C)C(=O)c3ccccc3S4=O)CC2)cc1 (stereo not drawn) | -10%
Cc1nc(CN2CCOc3cc([S+](=O)([O-])Nc4ccccc4)ccc3C2)cs1 | -6%[86.2 µM]
CCOc1ccc(Nc2sc(C(=O)c3cccc(OC)c3)c(N)c2S(=O)(=O)c2ccccc2)cc1 | ?
C=CCN(C)C(=O)C[C@@H]1c2nc(NC(=O)c3ccc(OC)cc3)sc2C[C@@H]2[C@](C)(CO)[C@H](O)CC[C@]21C | ?
CCOCCSc1nc2c(c(=O)[nH]c(=O)n2C)n1CCCc1ccccc1 | 21%
COc1ccc(CN(C)c2ccc(-c3nc(-c4ccc(OC)c(OC)c4)no3)cc2[N+](=O)[O-])cc1 | -3%
COc1ccccc1-n1c(=O)n(C)c2c(C(N)=O)nc(-c3cc(OC)c(OC)c(OC)c3)nc21 | -30%
CCCC(=O)Nc1cccc(OCc2cc(=O)n3cccc(C)c3n2)c1 | -13%
C=Cc1ccc(Cn2c(C(=O)O)c(CNC3CCCC3)c3ccc(C)cc32)cc1 | -22%
Cc1ccc(F)cc1S(=O)(=O)N(C)CC1CCOC1 (stereo not drawn) | 18%
Cc1nc(N2CCCC2)c2c(C(=O)N3CCN(c4cccc(Cl)c4)CC3)c(C)oc2n1 | 0%
CC1CN(C(=O)CCC(=O)NCc2cccs2)c2ccccc2O1 (stereo not drawn) | 0%
COc1cn(CC(=O)Nc2ccccc2C(F)(F)F)c(CN2CCN(C(C)=O)CC2)cc1=O | -1%

# Source: PubChem BioAssay (National Center for Advancing Translational Sciences (NCATS))

# These rows are one share of the data. The share of hits here may be higher or lower than overall.
